FEN1 inh: blocks human flap endonuclease 1. P39748. Recombinant FEN1 flap cleavage, fluorescence, 15 min. Potency, µM (series often up to 114 µM), for inactives: at the highest dose activity change, negative = inhibition, actives largely listed as inhibitors. 390,000 tested, 0.35% active; note: nearly all actives have a fitted effect of over 65% in size
Target sequence (P39748 whole entry, looked up): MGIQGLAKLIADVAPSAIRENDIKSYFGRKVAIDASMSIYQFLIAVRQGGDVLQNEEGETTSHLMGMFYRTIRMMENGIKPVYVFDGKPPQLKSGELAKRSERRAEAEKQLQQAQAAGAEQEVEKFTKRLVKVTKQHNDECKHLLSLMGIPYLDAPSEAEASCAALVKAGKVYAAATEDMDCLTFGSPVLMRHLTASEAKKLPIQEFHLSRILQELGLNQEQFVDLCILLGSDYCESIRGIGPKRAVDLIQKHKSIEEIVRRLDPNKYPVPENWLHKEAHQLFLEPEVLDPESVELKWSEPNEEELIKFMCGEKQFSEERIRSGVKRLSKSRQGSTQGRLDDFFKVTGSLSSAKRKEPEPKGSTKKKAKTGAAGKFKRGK
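Reaction started by adding substrate (50 nM final) to 10 nM enzyme after 15 min room-temperature compound preincubation. Reads at 0 and 15 min, with data normalized and fitted to a four-parameter Hill equation.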
KAT2A inh: inhibitors of human GCN5L2 histone acetyltransferase; GCN5L2 HAT assay, ThioGlo1 CoA-SH fluorescence; Potency, µM (series often up to 58.9 µM), for inactives: at the highest dose activity change, negative = inhibition, usual class: inhibitors; 390,000 tested, 0.21% active
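Enzyme at 20nM final was mixed with library compounds for 15 min at room temperature. Peptide H3(1-25) at 75uM, acetyl-CoA at 70uM and ThioGlo1 at 50uM were then added. Plates were read immediately and after 20 min (Ex340nm/Em540nm).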
TDP1 cell CPT: DT40-hTDP1 cell growth loss with CPT. chicken DT40 Tdp1-/-;hTDP1 cells + 20 nM CPT, ATP luminescence, 48 h. Potency, µM (highest dose often 46.2 µM), for inactives: at the top dose activity change, negative = growth inhibition, actives largely listed as inhibitors. 420,000 tested, 12% active. AID 686979; note: nearly all actives have a fitted effect of over 55% in size
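Cell growth measured by CellTiter-Glo luminescence after a minimum 48 h, 37 C compound exposure with 20 nM CPT in Tdp1-knockout DT40 cells stably expressing hTDP1, seeded 400/well; qHTS titration format.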
* hit, by the source's call; ? = inconclusive; . = no result given; & = joins results of further samples; [ ] = remark or other dose. Calls come from the whole dose curve; as a rule, active = well fitted curve in the direction sought with a large enough effect; inconclusive = small, poorly fitted or top-dose-only effect, or another doubt; inactive = no such curve, though single readings can be large; an effect the other way counts as inactive or inconclusive. % is set by controls: 0 for no effect and ±100 for the full control effect; potency is the fitted concentration of half-maximal effect. An excerpt; rates above refer to the full screens.

SMILES	FEN1 inh	KAT2A inh	TDP1 cell CPT
O=C(Nc1ccccc1F)C1CCCN1S(=O)(=O)c1ccc(Cl)cc1 (configuration not stated)	18%	-1%	-21%
O=C(N/N=C/c1coc2ccc(Cl)cc2c1=O)c1cc(O)cc(O)c1	3%	-2%	-11%
O=c1[nH]cnc2c1c(-c1ccccc1)cn2-c1cccc(Cl)c1	22%	-7%	?
CC1CCc2c(sc(NC(=O)COC(=O)C3CCCO3)c2C#N)C1 (configuration not stated)	4%	-10%	-15%
CCOC(=O)c1c(C)[nH]c(C(=O)NNC(=O)c2ccccc2)c1C	-11%	-2%	-11%
Cn1ncc([N+](=O)[O-])c1C(=O)NC1CCCCCC1	20%	-23%	16%
Fc1cccc(Cl)c1/C=N/n1c(-c2cccnc2)n[nH]c1=S	9%	-11%	?
O=C(NN1CCOCC1)NC12CC3CC(CC(C3)C1)C2	1%	-12%	5%
CCOc1ccc(CCNC(=O)COC(=O)/C=C/c2ccccc2OC)cc1OCC	5%	0%	?
CCOCCCNC(=O)c1ccc2c(c1)ncn2-c1ccc(CC)cc1	-2%	-10%	-24%
Cc1cc(C(=O)OCC(=O)Nc2cccc(S(N)(=O)=O)c2)c2ccccc2n1	0%	-6%	-10%
Cc1nc(Br)c(Br)c(C)c1Br	-2%	11%	1%
COc1ccc(OC)c(S(=O)(=O)Nc2ccc(CC(=O)O)cc2)c1	-2%	1%	3%
CCCCCC(=O)N1CCN(CCN=CC2=C(O)CC(c3ccco3)CC2=O)CC1 (configuration not stated)	-1%	-5%	-5%
COc1ccc(NC(=O)C/C(C)=N/NC(=O)c2ccco2)c([N+](=O)[O-])c1	15%	-4%	3%
Cc1ccc(NC(=O)CSc2nc(=O)n(Cc3ccncc3)c3c2CCC3)cc1Cl	7%	-2%	-17%
C/C(=N/NC(=O)c1ccncc1)c1c[nH]c2ccccc12	0%	-4%	14%
COc1cccc(CNC(=O)C2CCN(S(=O)(=O)c3ccc4c(c3)CC(C)N4C(=O)C3CC3)CC2)c1 (configuration not stated)	15%	-5%	?
S=C(NCc1ccncc1)NC1CCCCC1	37%[activator]	2%	-3%
Cc1ccc(C23CC4CC(CC(NC(=O)NCCN(C)C)(C4)C2)C3)cc1	-4%	4%	?
Cc1c(Br)c([N+](=O)[O-])nn1CC(=O)N1CCCc2ccccc21	10%	?	0%
CC1CCCCN1C(=O)CCn1c(=S)oc2ccccc21 (configuration not stated)	4%	3%	-8%
O=[N+]([O-])c1cc2c(c(CSc3ncccn3)c1)OCOC2	-3%	-2%	-1%
CC1CC2(C)Oc3ccccc3CC2C(C)C1CNCCCN(C)C (configuration not stated)	10%	0%	4.1µM*
CCN(c1ccccc1)S(=O)(=O)c1cccc(C(=O)NCc2ccncc2)c1	1%	-4%	-25%
COc1ccc(CCNC(=O)/C=C/C(=O)O)cc1	11%	13%	16%
CCOC(=O)Cc1csc(NC(=O)CSc2nccn2C)n1	22%	-16%	7%
CCOc1ccccc1C=NN=Cc1ccccc1O	-10%	.	-17%
Cc1cccc(C)c1OCc1cc(C(=O)N2CCC(C3CCCCC3)C2)no1 (configuration not stated)	-9%	.	?
O=C(CCc1nc2ccccc2c(=O)[nH]1)N1CCN(S(=O)(=O)c2ccc(F)cc2)CC1	-6%	-4%	?
CCCc1cnc(N2CCN(C(=S)NC)CC2)nc1	8%	-4%	3%
CCCC(=O)NNC(=O)CC(=O)Nc1ccccc1C(=O)O	-2%	0%	0%
CC1(C)OC2C(CO)OC(n3cnc4c(=O)[nH]cnc43)C2O1 (configuration not stated)	.	-6%	-7%
CC(=O)N1CCN(c2ccc(NS(=O)(=O)c3ccc(C)cc3)cc2)CC1	-3%	-4%	10%
Fc1ccc(N2CCN(Cc3ccccn3)CC2)cc1	-11%	-2%	-1%
CC1(C)OC(=O)N(c2ccccn2)C1(C)O (configuration not stated)	8%	6%	1%
O=C(Nc1nc2ccccc2s1)C1CC(=O)N(c2ccc(Br)cc2)C1 (configuration not stated)	-20%	-11%	-6%
CCN(CC)C1=N/C(=C\c2ccc(OC)cc2)C(=O)N1c1ccccc1	4%	-1%	-13%
COc1ccccc1Cn1c(C)nnc1-c1cnn(C)c1N	-3%	-7%	13%
COc1ccc(NS(=O)(=O)c2cccc(C(=O)NCC(c3ccccc3)N(C)C)c2)cc1 (configuration not stated)	-4%	-12%	?
CCCc1ccc2oc(C(=O)NCc3nnc(C)o3)c(C)c2c1	1%	2%	2%
Cc1ccc(CNC(=O)c2ccc(N3Cc4ccccc4Oc4ncccc43)s2)cc1	-19%	-7%	?
CC1(C)Cc2c(cnn2-c2ccccc2)C(=O)/C1=N\NC(=O)c1ccccc1O	-18%	-20%	5%
CCOc1ccc(CCNC(=O)Nc2cccc(OC)c2)cc1OCC	-3%	-5%	?
CCOC(=O)/C=C1\CN(Cc2ccc(OC)cc2)S(=O)(=O)c2ccc(C(F)(F)F)cc21	-28%	.	13µM*

21 of these compounds in another layout.
smiles,FEN1 inh,KAT2A inh,TDP1 cell CPT
CCN(c1ccccc1)S(=O)(=O)c1cccc(C(=O)NCc2ccncc2)c1,1%,-4%,-25%
COc1ccc(CCNC(=O)/C=C/C(=O)O)cc1,11%,13%,16%
CCOC(=O)Cc1csc(NC(=O)CSc2nccn2C)n1,22%,-16%,7%
CCOc1ccccc1C=NN=Cc1ccccc1O,-10%,.,-17%
Cc1cccc(C)c1OCc1cc(C(=O)N2CCC(C3CCCCC3)C2)no1 (configuration not stated),-9%,.,?
O=C(CCc1nc2ccccc2c(=O)[nH]1)N1CCN(S(=O)(=O)c2ccc(F)cc2)CC1,-6%,-4%,?
CCCc1cnc(N2CCN(C(=S)NC)CC2)nc1,8%,-4%,3%
CCCC(=O)NNC(=O)CC(=O)Nc1ccccc1C(=O)O,-2%,0%,0%
CC1(C)OC2C(CO)OC(n3cnc4c(=O)[nH]cnc43)C2O1 (configuration not stated),.,-6%,-7%
CC(=O)N1CCN(c2ccc(NS(=O)(=O)c3ccc(C)cc3)cc2)CC1,-3%,-4%,10%
Fc1ccc(N2CCN(Cc3ccccn3)CC2)cc1,-11%,-2%,-1%
CC1(C)OC(=O)N(c2ccccn2)C1(C)O (configuration not stated),8%,6%,1%
O=C(Nc1nc2ccccc2s1)C1CC(=O)N(c2ccc(Br)cc2)C1 (configuration not stated),-20%,-11%,-6%
CCN(CC)C1=N/C(=C\c2ccc(OC)cc2)C(=O)N1c1ccccc1,4%,-1%,-13%
COc1ccccc1Cn1c(C)nnc1-c1cnn(C)c1N,-3%,-7%,13%
COc1ccc(NS(=O)(=O)c2cccc(C(=O)NCC(c3ccccc3)N(C)C)c2)cc1 (configuration not stated),-4%,-12%,?
CCCc1ccc2oc(C(=O)NCc3nnc(C)o3)c(C)c2c1,1%,2%,2%
Cc1ccc(CNC(=O)c2ccc(N3Cc4ccccc4Oc4ncccc43)s2)cc1,-19%,-7%,?
CC1(C)Cc2c(cnn2-c2ccccc2)C(=O)/C1=N\NC(=O)c1ccccc1O,-18%,-20%,5%
CCOc1ccc(CCNC(=O)Nc2cccc(OC)c2)cc1OCC,-3%,-5%,?
CCOC(=O)/C=C1\CN(Cc2ccc(OC)cc2)S(=O)(=O)c2ccc(C(F)(F)F)cc21,-28%,.,13µM*

Continued.
SMILES	FEN1 inh	KAT2A inh	TDP1 cell CPT
C/C(Cl)=C\Cn1c(O)c(N=O)c2ccccc21	-3%	0%	-15%
O=C(Nc1ccc(Cl)cc1)N1CCCN(Cc2ccc(F)cc2)C1	-18%	-3%	23µM*
CSc1ccccc1NC(=O)CN(c1cc(C)cc(C)c1)S(C)(=O)=O	-11%	0%	-14%
COc1cc2ccccc2cc1C(=O)Nc1ccc(Br)cn1	17%	-2%	?
CC(C(=O)Nc1ccc2nccnc2c1)N1C(=O)C2C3C=CC(C3)C2C1=O (configuration not stated)	-6%	3%	-14%
CC(=O)c1cccc(S(=O)(=O)N2CCN(c3ccccc3F)CC2)c1	1%&9%	-4%&-3%	?
O=C(CCl)Nc1cc(-c2ccccc2)nn1-c1ccccc1	8%	-6%	5.2µM*
O=C1CCCc2ccccc2N1Cc1ccc(Cl)cc1	-10%	-7%	?
O=C(NCCCN1CCCCC1)c1ccc(CS(=O)c2ccc(F)cc2)o1 (configuration not stated)	-2%	1%	-19%
CC(C)c1nc2cc(C(=O)N3CCNC(=O)C3c3cccc(F)c3)ccc2o1 (configuration not stated)	-2%	-16%	-3%
O=C(COC(=O)c1ccc(S(=O)(=O)N2CCOCC2)cc1)NC1CCCCCC1	9%	-8%	-9%
Cc1ccc(S(=O)(=O)NCC(=O)OCC(=O)NCc2ccco2)cc1	1%	0%	13%
CCc1ccc(C(=O)CSc2n[nH]c(C)n2)cc1	-4%	-24%	-1%
CC(C)(C)c1ccc(S(=O)(=O)NCCc2ccncc2)cc1	-12%	-2%	?
CCCCCCCOc1ccc(C2(C)NC(=O)NC2=O)cc1 (configuration not stated)	-5%	-19%	-27%
COc1ccc(Nc2c3ccccc3nc3ccccc23)cc1	?	-16%	?
CCOc1ccc(C(=O)Nc2ccc(N3CCCC3)cc2)cc1	-3%	27%	-30%
CC1CCCCN1C(=O)NC12CC3CC(CC(C3)C1)C2 (configuration not stated)	-10%	-10%	-9%
CS(=O)(=O)N1CCC(C(=O)Nc2ccccc2)CC1	-6%	1%	-8%
O=C(COc1ccccc1)NNC(=O)c1cccs1	-2%	-7%	6%
CCN1CCc2c(C#N)c(N3CCOCC3)nc(NCc3ccccc3)c2C1	3%	0%	?
COc1ccc(C2C(C#N)=C(N)OC3=C2C(=O)CCC3)cc1Cn1nc(C)c([N+](=O)[O-])c1C (configuration not stated)	2%	-14%	?
Cc1ccc(CNC(=O)C2CC(=O)N(C3CCCCCCC3)C2)cc1 (configuration not stated)	-2%	3%	6%
Cc1nc(CN2CCOCC2)cc(=O)[nH]1	-3%	-1%	2%
Cc1ccc(C(=O)OCC(=O)NNC(=O)c2ccccc2)c(O)c1	-3%	0%	4%
COc1ccccc1OCc1cc(C(=O)NCCN2CCCC(O)C2)no1 (configuration not stated)	-2%	-4%	9%
COc1ccc(C=C(c2nc3ccccc3s2)c2nc3ccccc3s2)cc1O	7%	-12%	?
Cc1ccc(-c2cc(C(F)(F)F)n3nc(C(=O)Nc4sc5c(c4C#N)CCC(C)C5)cc3n2)cc1 (configuration not stated)	-3%	1%	-14%
COc1cccc(C=Nc2cc(C(C)C)c(O)cc2C)c1O	-18%	.	4.1µM*
Cc1ccc(NC2CC(=O)N(CCc3ccccc3)C2=O)cc1 (configuration not stated)	15%	-6%	?
CN(C)S(=O)(=O)c1cccc(NC(=O)COC(=O)c2cc(=O)[nH]c(=O)[nH]2)c1	-2%	3%	4%
Cc1ccsc1/C=N/NC(=O)CNC(=O)c1c(F)cccc1Cl	2%	-10%	3%
O=c1oc(-c2cccs2)nc2ccccc12	-4%	0%	?
O=C1CCCN2N=C(SCC(=O)Nc3cccc(F)c3)SC2=N1	-6%	-3%	21µM*
CCCN1CCC(=O)N([C@H](CSc2ccccc2)CC(C)C)CC1	16%&2%	2%	?
